# Source: PubChem (several laboratories)
# UTI89 phage lysis = inhibition of K1F phage lysis, E. coli UTI89, bacterial capsule biogenesis inhibitors, alamar blue (AID 488966) | E. coli UTI89 K1F phage lysis, alamar blue, 2 h; higher % means a stronger effect | inhibition, % at 100 µM, or IC50 in µM where a hit was titrated | 340,000 compounds, 0.02% hits;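 active = phage lysis inhibition, versus mean bacterial control, above a set limit; inconclusive = no clear call, values can overlap the other calls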;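 also: capsule biogenesis inhibitors block K1F phage lysis so surviving cells raise fluorescence; higher fluorescence means more inhibition of phage lysis; actives were called in the ten point dose series up to 300 µM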
# AID2073 = disruptors of CaV2.2 binding to Mint1 – biochemical, HTRF (AID 2073); HTRF protein-protein interaction, Mint1-CaV2.2; higher % means a stronger effect; one-dose inhibition, % at 20 µM; IC50 in µM for titrated hits; 290,000 compounds, 0.19% hits; in the data active = inhibition mostly above about 51%, no sharp cut-off; inconclusive = no clear call, values can overlap the other calls; inactive = mostly below about 53%; also: some results filed as inactive read as strong as hits
# GPR55 LPI antagonism = inhibition of LPI-stimulated GPR55 beta-arrestin translocation – imaging, U2OS, beta-arrestin-GFP, LPI agonist, primary screen (AID 2013). 290,000 compounds, 0.13% hits. U2OS GPR55 beta-arrestin-GFP translocation imaging, LPI antagonism; higher % means a stronger effect. inhibition, % at 10 µM; hits with a dose series show IC50 in µM;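 active = spots per cell inhibited over 60%, with over 100 cells counted and total cytoplasm intensity under 500,000; inconclusive = wells with under 100 cells, flagged as likely toxic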;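 also: U2OS cells stably carrying GPR55 and arrestin-GFP stimulated by 5 µM LPI near EC80; imaged beta-arrestin-GFP aggregate spots per cell after agonist stimulation; plate controls were LPI-stimulated DMSO wells for no effect and DMSO wells without LPI for full effect; some results filed as inactive read as strong as hits; confirmed hits need IC50 under 10 µM and bright autofluorescent wells are also inconclusive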
# Dengue-2 NS5 capping = Dengue-2 NS5 methyltransferase inhibitors, primary screen, biochemical, confirmation dose response (AID 588689). inhibition, % at 25 µM, or IC50 in µM where a hit was titrated. Dengue-2 NS5 methyltransferase capping enzyme assay, biochemical; higher % means a stronger effect. 340,000 compounds, 0.3% hits; in the data active = a potency from the dose series; inconclusive = inhibition above about 29% without an active follow-up result
# NTR1 agonist = NTR1-driven beta-arrestin-GFP spot formation – imaging, U2OS cells, high content, primary screen (AID 493036); P30989; agonist mode; activation, % at 20 µM; 330,000 compounds, 0.17% hits;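 active = activation at or above 40% of the spot to cytoplasm intensity ratio, with at least 20 cells analyzed; inconclusive = wells under 20 cells, flagged as cytotoxic or low count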;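 also: 0% = DMSO without peptide and 100% = 100 nM NTR1 peptide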
# Target sequence (P30989 whole entry, looked up): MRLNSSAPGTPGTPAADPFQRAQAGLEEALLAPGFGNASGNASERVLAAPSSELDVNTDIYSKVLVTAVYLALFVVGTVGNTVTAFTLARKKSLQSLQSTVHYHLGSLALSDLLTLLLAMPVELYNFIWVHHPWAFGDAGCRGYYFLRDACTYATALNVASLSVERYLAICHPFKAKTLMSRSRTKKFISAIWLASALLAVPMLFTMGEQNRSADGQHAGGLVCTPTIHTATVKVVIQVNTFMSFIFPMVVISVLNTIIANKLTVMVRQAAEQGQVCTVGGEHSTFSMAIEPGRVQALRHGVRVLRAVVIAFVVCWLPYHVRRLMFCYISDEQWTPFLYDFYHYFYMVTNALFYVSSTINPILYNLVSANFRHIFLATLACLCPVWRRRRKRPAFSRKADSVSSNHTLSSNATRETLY
# GPR55 activation = GPR55 agonists via beta-arrestin recruitment, primary screen, imaging, U2OS cells, beta-arrestin-GFP redistribution (AID 1961); one-dose activation, % at 10 µM; EC50 in µM for titrated hits; 290,000 compounds, 0.048% hits; U2OS GPR55 beta-arrestin-GFP redistribution imaging; higher % means a stronger effect;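 active = activation above 40% with more than 50 cells counted in the well; inconclusive = wells holding fewer than 50 cells, flagged as toxic or sparse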;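 also: U2OS osteosarcoma cells stably expressing GPR55 and beta-arrestin-GFP; plate controls were DMSO negative control for no effect and LPI positive control for full effect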
# SIAH1 antagonists = Siah-1 peptide-binding antagonists, primary screen, biochemical, fluorescence polarization, rhodamine-plectin, uHTS (AID 1817) | Siah-1 / rhodamine-plectin peptide fluorescence polarization; higher % means a stronger effect | 290,000 compounds, 0.02% hits | displacement, % at 20 µM; hits with a dose series show IC50 in µM;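 active = displacement of at least 50% at 20 µM, with a fluorescence ratio check between 0.3 and a set limit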;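 also: plate controls were Siah plus tracer with DMSO for no effect and tracer alone without Siah for full effect; strong numbers were not always called active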
# GPR35 arrestin U2OS = inhibition of zaprinast-stimulated GPR35 beta-arrestin translocation – imaging, U2OS, beta-arrestin-GFP, zaprinast agonist, primary screen (AID 2058); 290,000 compounds, 0.052% hits; inhibition, % at 10 µM; hits with a dose series show IC50 in µM; U2OS GPR35 beta-arrestin-GFP translocation imaging, zaprinast antagonism; higher % means a stronger effect;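 active = inhibition of at least 50% with at least 30 cells and total cytoplasm GFP at most 10,000,000; inconclusive = under 30 cells or total GFP of 10,000,000 plus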
# HIV fusion peptide = inhibitors of HIV fusion peptide binding, primary screen, biochemical, uHTS, fluorescence dequenching (AID 1986) | 290,000 compounds, 0.3% hits | inhibition, % at 20 µM; hits with a dose series show IC50 in µM | cell-free peptide binding, fluorescence dequenching, 30 min; higher % means a stronger effect; in the data active = inhibition mostly above about 52%, no sharp cut-off; inactive = mostly below about 76%; also: some results filed as inactive read as strong as hits
# NTR1 agonist cell count 20 µM = also measured in NTR1 agonist; calls as there; cell count; measured here: cell count, cytotoxicity flag
# Dengue-2 NS5 capping pilot replicate = recorded beside Dengue-2 NS5 capping, whose call it bears; inhibition, %; measured here: pilot screen replicate inhibition
# * hit, by the source's call; ? = inconclusive; nt = no result given; [ ] = dose if it differs, or a comment. Rows are unselected, and some 1.2% of all compounds hit somewhere here.
SMILES,UTI89 phage lysis,AID2073,GPR55 LPI antagonism,Dengue-2 NS5 capping,NTR1 agonist,NTR1 agonist cell count 20 µM,GPR55 activation,SIAH1 antagonists,GPR35 arrestin U2OS,HIV fusion peptide,others
COc1ccc(C(C(=O)NCc2ccccc2)N(C(=O)c2snc(C(N)=O)c2N)C2CCCC2)cc1 (stereo unspecified),0.9%,12.3%,-7.4%,-5.7%,1.6,42,-0.1%,-0.8%,10.5%,0.7%,
C=C(C)CNC(=S)N/N=C/c1ccc([N+](=O)[O-])cc1,0.4%,2.8%,-1.5%,-10.1%,0.2,42,0.0%,-4.9%,-1.6%,-1.1%,
Cc1nn(-c2ccccc2)cc1C(c1c(N)[nH]c(=S)[nH]c1=O)c1c(N)[nH]c(=S)[nH]c1=O,-1.6%,21.4%,13.1%,9.6%,1.1,54,0.2%,-1.7%,-8.1%,24.1%,
CC1=NN(c2ccc([N+](=O)[O-])cc2)C(c2ccccc2)C1 (stereo unspecified),0.0%,9.7%,8.6%,-7.2%,2.1,44,1.0%,1.6%,-10.2%,2.4%,
Cc1ccc(CCCOC(=O)C[N+]2(C)CCOCC2)cc1,-0.1%,-11.3%,1.7%,-8.3%,-0.6,64,-0.4%,2.4%,9.2%,9.7%,
O=C(CS(=O)(=O)c1ccccc1)Nc1ncc([N+](=O)[O-])s1,0.1%,-4.1%,10.1%,-8.9%,0.0,42,-0.2%,13.0%,-3.6%,2.3%,
Fc1ccc(OCCOCCNCC2CCCO2)cc1 (stereo unspecified),0.6%,?,9.2%,2.4%,-5.2,85,-0.2%,4.6%,12.8%,-0.5%,
COc1ccc(S(=O)(=O)NC(N)=NCCc2ccc(OC)c(OC)c2)cc1C,0.3%,-18.4%,-2.5%,-4.5%,-1.5,87,0.5%,-0.4%,-11.2%,-1.2%,
CCCN1C(=O)/C(=C/c2ccc(N3CCCC3)c(C)c2)NC1=S,1.6%,-15.3%,?,?,-4.8,79,0.5%,-1.8%,?,125.3%,
O/N=C/c1cn(-c2ccccc2)nc1-c1ccc2c(c1)OCCO2,0.2%,-4.1%,13.2%,3.2%,5.5,64,0.1%,4.0%,10.1%,0.1%,
COC(=O)/C=C/c1cnc[nH]1,1.8%,2.8%,21.0%,-11.6%,-1.7,95,-0.1%,-5.6%,3.3%,-0.7%,
Cc1ccc(S(=O)(=O)N2CCC(C(=O)N[C@@H](C)C(=O)Nc3ccc(F)cc3)CC2)cc1,0.2%,-2.7%,-14.3%,-4.5%,-0.4,68,-0.1%,-2.4%,-12.5%,-0.2%,
COc1ccc2cc3cc(C(=O)NCCCN4CCC(C)CC4)oc3nc2c1,-0.2%,29.7%,2.6%,-3.2%,0.0,57,-0.1%,-3.0%,17.4%,-1.6%,
CC(C)N1CCc2c(sc(NC(=O)CN3C(=O)c4ccccc4C3=O)c2C(N)=O)C1,-0.3%,-5.6%,5.3%,-1.6%,1.3,36,0.2%,13.1%,-9.6%,-0.5%,
COC(=O)c1[nH]c2ccc(F)cc2c1NC(=O)C1=COCCO1,0.2%,3.9%,0.0%,-16.4%,2.2,59,0.5%,-2.8%,5.3%,-2.5%,
CCCn1c(CCC(=O)O)ccc1-c1cccs1,-0.8%,12.2%,8.4%,-12.0%,-4.9,94,-0.2%,-3.3%,3.8%,-0.1%,
CCNc1ccc([N+](=O)[O-])cc1,-2.6%,-4.3%,10.9%,0.0%,-1.1,43,0.3%,5.9%,-7.5%,0.3%,
COc1ccc(NC(=O)CCC(=O)Nc2nnc(C(F)(F)F)s2)c(OC)c1,6.2%,2.8%,-1.8%,0.7%,0.8,50,-0.2%,-0.8%,-5.5%,-1.9%,
Cc1ccc(NC(=O)Cn2cnc3ccccc32)cc1C,0.1%,16.2%,-5.0%,-2.2%,1.9,60,0.5%,3.2%,-3.2%,-1.3%,
CC(=O)c1cccc(NC(=O)C2CCN(S(=O)(=O)c3ccc(F)cc3)CC2)c1,0.3%,-3.9%,2.2%,0.0%,0.3,82,-0.2%,2.0%,5.2%,-1.8%,
N#CCN1C(=O)C(=O)N(Cc2cccc(Cl)c2)C1=O,0.0%,11.7%,9.2%,4.9%,-1.0,105,-0.1%,-8.8%,6.8%,-2.1%,
COc1ccc(S(=O)(=O)N2CCC(C(=O)NCC3CC3)CC2)cc1,0.2%,17.7%,5.2%,-7.1%,0.1,47,-0.1%,-0.1%,-9.8%,2.5%,
O=C(NCc1ccc(Cl)cc1)C1CCC(=O)N(C2CC2)C1 (stereo unspecified),0.2%,2.3%,-4.0%,-2.6%,1.2,60,-0.1%,-1.5%,7.7%,-0.5%,
Cc1ccc(-c2nc3ccccc3[nH]2)cn1,2.1%,9.7%,2.6%,nt,1.1,72,0.3%,-2.7%,1.7%,-2.0%,
O=C1C2C3CCCC3=C3CCCC3C2C(=O)N1c1cccc(Cl)c1 (stereo unspecified),0.2%,-4.8%,-1.2%,37.0%,4.6,58,-0.2%,-1.8%,-3.6%,-0.5%,

# Some of these compounds in order of molar mass, ascending.
SMILES,UTI89 phage lysis,AID2073,GPR55 LPI antagonism,Dengue-2 NS5 capping,NTR1 agonist,NTR1 agonist cell count 20 µM,GPR55 activation,SIAH1 antagonists,GPR35 arrestin U2OS,HIV fusion peptide,others
COC(=O)/C=C/c1cnc[nH]1,1.8%,2.8%,21.0%,-11.6%,-1.7,95,-0.1%,-5.6%,3.3%,-0.7%,
Cc1ccc(-c2nc3ccccc3[nH]2)cn1,2.1%,9.7%,2.6%,nt,1.1,72,0.3%,-2.7%,1.7%,-2.0%,
N#CCN1C(=O)C(=O)N(Cc2cccc(Cl)c2)C1=O,0.0%,11.7%,9.2%,4.9%,-1.0,105,-0.1%,-8.8%,6.8%,-2.1%,

# Next compounds follow:
SMILES,UTI89 phage lysis,AID2073,GPR55 LPI antagonism,Dengue-2 NS5 capping,NTR1 agonist,NTR1 agonist cell count 20 µM,GPR55 activation,SIAH1 antagonists,GPR35 arrestin U2OS,HIV fusion peptide,others
CCOC(=O)COc1ccc([N+](=O)[O-])cc1,0.1%,4.7%,-6.8%,-2.7%,-1.2,102,-0.3%,-1.3%,-8.5%,-1.6%,
CCCSc1nc2c(c(=O)[nH]c(=O)n2C)n1Cc1ccccc1,-0.2%,-5.6%,-0.9%,-2.6%,-0.6,49,0.3%,-4.0%,-2.0%,-0.2%,Dengue-2 NS5 capping pilot replicate=-2.4
CCN(CC)CCCN1C(=O)C(=O)/C(=C(/O)c2cc(C)ccc2C)C1c1cccnc1 (stereo unspecified),3.4%,?,14.7%,-3.2%,-2.3,56,0.0%,6.6%,6.5%,-2.4%,
CSc1nsc(SC)c1C(=O)Nc1ccc(Cl)cc1,1.5%,5.3%,3.0%,-1.5%,-0.4,47,-0.2%,13.3%,6.6%,0.3%,
COc1cccc(C(=O)NC(=S)N2c3ccccc3CC2C)c1OC (stereo unspecified),-0.1%,-5.7%,10.1%,-4.9%,1.5,54,-0.2%,0.0%,-7.6%,-1.4%,
CC(=O)NC1C(=O)N(CCN2CCOCC2)c2ccc(F)cc21 (stereo unspecified),-2.1%[50 µM],5.2%,-3.3%,-7.9%,-1.7,75,0.0%,13.2%,6.5%,-1.2%,
Cc1ccc(C(=O)NCC(=O)NCC(=O)OCc2ccc(Cl)cc2)cc1,1.3%[50 µM],-1.2%,-3.1%,-4.6%,-1.5,74,-0.2%,-0.5%,15.7%,0.1%,
O=C(CCCCCNC(=O)c1ccccc1)N/N=C/c1ccc(F)cc1,1.1%,-5.2%,6.6%,-8.6%,0.5,66,-0.3%,-4.8%,-7.9%,-0.8%,
C[C@@H](C(=O)Nc1ccc2ccccc2c1)[C@@H]1C[C@@]1(C)[C@@H](NC(=O)c1cnccn1)c1ccccc1,-0.2%,8.5%,15.8%,0.0%,1.8,59,-0.3%,-8.1%,6.0%,-2.6%,
CSC1=NC(C)(C)C=C(/C=C/c2ccc(Cl)cc2)N1,1.8%,-2.9%,15.3%,-3.0%,7.7,44,5.1%,-2.2%,11.5%,1.6%,
Cc1cn(C(=O)c2ccccc2)c(=S)n1-c1ccc(Cl)cc1,1.0%,12.2%,17.8%,-8.2%,10.3,75,0.2%,-3.9%,-1.2%,1.3%,Dengue-2 NS5 capping pilot replicate=-2.7
COC(=O)CSc1nnc(COc2cccc3ccccc23)o1,-0.1%,-0.6%,1.0%,-1.8%,-0.2,60,0.3%,-3.9%,10.0%,0.0%,
C#CCn1cc(/C=N/NC(=O)COc2cccc3cccnc23)c2ccccc21,8.7%,12.8%,1.9%,-9.4%,2.0,59,-0.1%,2.1%,-9.0%,-2.6%,
CCOC(=O)C1CCN(C(=O)CCn2c(=O)[nH]c3ccccc3c2=O)CC1,0.8%,12.7%,-18.6%,-4.8%,1.2,71,-0.1%,3.2%,-5.8%,1.3%,
Clc1ccc(CSc2cc3c(nn2)-c2ccccc2CC3)cc1,0.0%,2.7%,12.4%,-2.8%,0.1,43,0.3%,3.1%,9.7%,2.3%,
N#Cc1ccc(Oc2c(Cl)cncc2Cl)cc1,0.1%,4.5%,11.1%,-7.2%,-1.6,98,0.0%,9.0%,-0.8%,-1.2%,
O=C(COC(=O)c1cccc(OC(F)F)c1)NC1CCCC1,0.1%,12.5%,1.2%,2.6%,-0.2,69,-0.1%,4.6%,9.1%,-0.6%,
CN(C)S(=O)(=O)c1ccc(Cl)c(NC(=O)COC(=O)CN2C(=O)NC(C)(C)C2=O)c1,2.4%[50 µM],-9.9%,1.5%,-3.9%,-0.3,73,-0.2%,0.6%,-7.3%,-2.5%,
O=C1CN(C(=O)CC2c3ccccc3-c3ccccc32)CC(=O)N1,0.2%,-3.3%,-5.2%,0.7%,-1.0,55,0.2%,1.1%,11.9%,-0.5%,
CCOCCn1c(SCC(=O)OCc2ccccc2)nc2c1c(=O)[nH]c(=O)n2C,-1.9%,-2.2%,-3.0%,-6.9%,0.8,58,-0.1%,4.0%,-0.1%,-1.2%,
NC(=O)N/N=C/c1c(O)ccc2oc3c(c12)CCCC3,0.3%,-12.6%,-5.4%,1.6%,4.4,55,-0.1%,-4.2%,-3.4%,-0.8%,
CCn1c(SCc2ccccc2F)nnc1-c1ccncc1,0.1%,4.7%,9.7%,3.3%,0.3,100,-0.1%,11.9%,16.0%,2.3%,
